# Pf gamet viab: P. falciparum stage V gametocyte viability inhibition; hit rate 0.065% among 150,000; P. falciparum stage V gametocytes, ATP luminescence, 24 h; AID 743093; inhibition, % at 10.9 µM;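 active = inhibition above the mean plus 3 SD of compounds within the control limits, set per campaign, cut at about 38% in these data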;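 note: 0% = DMSO wells and 100% = medium only without gametocytes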
# ABCB1 inh: inhibitors of human ABCB1 transporter, ABCG2 counter-screen; hit rate 0.067% among 190,000; CCRF-Adr cells, JC-1 efflux, flow cytometry; P08183; inhibition, % at 6.6 µM; AID 1326; in the data active = inhibition above about 40%;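 note: 0% = vehicle and 100% = reference inhibitor; higher value means more JC-1 retained so stronger ABCB1 efflux block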
# Rac1 act GTP bind: alters GTP binding to activated mutant human Rac1; P63000; GST-Rac1 activated beads, fluorescent GTP binding, flow cytometry; actives lie on both sides; 100% means binding = to untreated wells; percent activity (GTP binding), % at 10 µM; hit rate 0.11% among 190,000;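 active = GTP binding at least 20 percentage points away from the 100% baseline, in either direction, so actives lie on both sides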
# Rac1 wt modul: alters GTP binding to wildtype human Rac1; GTP binding activity (% of control), % at 10 µM; P63000; GST-Rac1 beads, fluorescent GTP binding, flow cytometry; actives lie on both sides; 0 = cold GTP competed, 100 = untreated; hit rate 0.27% among 190,000;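 active = GTP binding activity at least 20 points away from the 100% control level, either lower or higher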
# HRas wt GTP bind: modulators of GTP binding to human HRas wildtype; hit rate 0.14% among 190,000; GST-Ras wt beads, Bodipy-FL-GTP binding, flow cytometry; actives lie on both sides; AID 759; P01112; GTP binding activity, % at 10 µM;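 active = GTP binding activity at least 20% away from the 100% baseline, either lowered as inhibitor or raised as activator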;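 note: 0% = unlabeled GTP competition control and 100% = no-compound control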
# Rab7 wt modul: alters GTP binding to wildtype dog Rab7; GST-Rab7 beads, fluorescent GTP binding, flow cytometry; actives lie on both sides; untreated = 100%, excess cold GTP = 0%; GTP binding activity (percent of control), % at 10 µM; hit rate 0.055% among 190,000; AID 758;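 active = fluorescent GTP binding to Rab7 beads changed by at least 20 points from the 100% baseline, either direction, mostly lower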;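 note: median green fluorescence of bound Bodipy-FL-GTP per Rab7 bead population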
# ABCG2 inh: inhibitors of human ABCG2 transporter, ABCB1 counter-screen. Q9UNQ0. hit rate 0.1% among 190,000. IgMXP3 cells, JC-1 efflux, flow cytometry. inhibition, % at 6.6 µM. AID 1325;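 active = inhibition above 80%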;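 note: 0% = DMSO and 100% = nicardipine control wells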
#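 Test system: ABCG2 IgMXP3 and barcoded ABCB1 CCRF-Adr cell mix; Schedule: cells with compound and JC-1, 10 min at 25 °C, rotating, no wash; Technique: flow cytometry of retained JC-1 fluorescence; Measure: % inhibition of efflux relative to nicardipine and DMSO; Controls: nicardipine high and DMSO low controls.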
# Avidin bead fluor: avidin bead compound fluorescence profile; Avidin beads, compound fluorescence 488/530 nm, flow cytometry; stronger effect = higher value; hit rate 0.38% among 220,000; fluorescence (KMESF) at 10 µM; AID 1775; in the data active = fluorescence above about 47; note: inactives centre near 10
# Rab2A wt mod: changes GTP binding to wildtype dog Rab2A, up or down; P61105; GST-Rab2 wt beads, Bodipy-GTP binding, flow cytometry; GTP binding activity, % at 10 µM; hit rate 0.19% among 190,000; AID 760;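 active = GTP binding activity at least 20 points away from 100%, either lowered or raised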;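 note: 0% = beads with excess unlabeled GTP and 100% = no-compound control corrected for plate trend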
# Cdc42 wt: human Cdc42 wildtype GTP binding change, either direction; P60953; GST-Cdc42 beads, Bodipy-GTP binding, flow cytometry; actives lie on both sides; percent activity (GTP binding), % at 10 µM; hit rate 0.2% among 190,000;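 active = percent activity GTP binding at least 20 points away from the 100% baseline, either down as inhibitor or up as activator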;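 note: median bead fluorescence of bound Bodipy-FL-GTP at 100 nM; 0% = excess unlabeled GTP control and 100% = no compound control; below 100% means less GTP binding so inhibitor and above means activator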
# Mcl1 Noxa PPI: Mcl-1/Noxa interaction inhibition; inhibition, % at 21.7 µM; AID 1022; TR-FRET Mcl-1/Noxa peptide binding, 2 h; hit rate 1.5% among 220,000;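 active = compounds that cut the protein-peptide binding signal by more than 50% relative to plate controls in a single-dose test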;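 note: His-tagged Mcl-1 with rhodamine Noxa BH3 peptide and terbium anti-His antibody; 0% = Mcl-1 plus Noxa peptide wells and 100% = peptide-only wells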
# Active calls of the source: *; / = no result given.
SMILES,Pf gamet viab,ABCB1 inh,Rac1 act GTP bind,Rac1 wt modul,HRas wt GTP bind,Rab7 wt modul,ABCG2 inh,Avidin bead fluor,Rab2A wt mod,Cdc42 wt,Mcl1 Noxa PPI
CCCc1c(O)c2ccccc2n(-c2ccccc2)c1=O,8.4,0.8,98.0,100.0,99.0,99.0,1.1,33,98.0,102.0,5.5
O=C(CN1CCCCCC1)Nc1ccc(S(=O)(=O)N2CCOCC2)cc1,1.3,0.1,95.0,96.0,97.0,95.0,0.6,8,99.0,100.0,-8.8
Cc1cc(N2CCOCC2)c(F)cc1C(=O)c1ccccc1,/,0.2,99.0,104.0,103.0,102.0,0.6,38,101.0,104.0,0.8
CC(C)c1nnc(SCC(=O)NCc2ccc3c(c2)OCO3)n1C,/,0.8,100.0,105.0,102.0,99.0,1.4,7,100.0,102.0,21.7
COc1ccc(NCC(=O)Nc2ccccc2C#N)cc1Cl,2.7,0.1,98.0,103.0,97.0,99.0,0.8,35,99.0,99.0,-1.8
OCCNc1nc(Cl)nc(NCc2ccco2)n1,0.3,0.5,97.0,101.0,99.0,96.0,2.3,11,96.0,96.0,15.2
CCOC(=O)c1c(C)oc2ccc(OCC(N)=O)cc12,/,1.0,99.0,101.0,102.0,106.0,2.9,11,102.0,103.0,-30.8
COc1cc(C(=O)OCC(=O)Nc2ccc(C(C)=O)cc2)ccc1OCC(=O)N1CCOCC1,9.6,0.6,99.0,103.0,102.0,100.0,2.5,13,100.0,103.0,19.1
Cc1cc(/C=N/NC(=O)c2cccc(N(C)C)c2)c(C)n1-c1cc(C(=O)O)cc(C(=O)O)c1,/,-0.1,91.0,94.0,92.0,96.0,-3.3,6,88.0,89.0,28.8
O=[N+]([O-])c1cccc2cn[nH]c12,/,-0.2,99.0,102.0,98.0,104.0,8.7,/,100.0,96.0,25.9
Cc1cc2c(cc1C)CSC(c1ccccc1O)SC2,-16.4,0.0,101.0,106.0,104.0,101.0,0.3,13,103.0,106.0,1.9
CCCCc1ccc(NC(=O)c2cnccn2)cc1,1.5,-1.4,97.0,102.0,99.0,100.0,10.5,12,98.0,100.0,8.5

# Another view of 2 compounds above.
# Each structure is followed by: Pf gamet viab | ABCB1 inh | Rac1 act GTP bind | Rac1 wt modul | HRas wt GTP bind | Rab7 wt modul | ABCG2 inh | Avidin bead fluor | Rab2A wt mod | Cdc42 wt | Mcl1 Noxa PPI
Cc1cc2c(cc1C)CSC(c1ccccc1O)SC2
    -16.4 | 0.0 | 101.0 | 106.0 | 104.0 | 101.0 | 0.3 | 13 | 103.0 | 106.0 | 1.9
CCCCc1ccc(NC(=O)c2cnccn2)cc1
    1.5 | -1.4 | 97.0 | 102.0 | 99.0 | 100.0 | 10.5 | 12 | 98.0 | 100.0 | 8.5

# The results go on.
SMILES,Pf gamet viab,ABCB1 inh,Rac1 act GTP bind,Rac1 wt modul,HRas wt GTP bind,Rab7 wt modul,ABCG2 inh,Avidin bead fluor,Rab2A wt mod,Cdc42 wt,Mcl1 Noxa PPI
COc1ccc(CN2CCNC(=O)C2CC(=O)N(C)Cc2ccon2)cc1OC (centres undefined),4.9,0.6,96.0,97.0,96.0,102.0,0.5,3,101.0,100.0,13.8
C=CCn1ncc(OC)c(Cl)c1=O,/,0.2,99.0,104.0,101.0,101.0,1.0,22,99.0,98.0,2.5
O=C(OCCN1C(=O)c2ccccc2C1=O)c1ccccc1,/,0.5,96.0,101.0,98.0,107.0,3.1,12,101.0,94.0,4.8
COc1cccc(Nc2nc3ccccc3nc2NS(=O)(=O)c2cccs2)c1,-4.5,-0.4,98.0,98.0,99.0,101.0,1.7,31,98.0,98.0,20.3
CCNC(=O)COC(=O)COc1ccc(Cl)cc1C,/,0.5,100.0,105.0,101.0,98.0,3.1,7,102.0,102.0,0.7
Cn1nc(C(F)(F)F)c(C(=O)Nc2ccc(F)cc2)c1Cl,/,-0.1,95.0,95.0,96.0,96.0,1.1,9,97.0,97.0,15.0
O=C(c1ccc(-c2ccccc2)cc1)C1CCCN(C(=O)Cn2cncn2)C1 (centres undefined),-1.2,-0.1,96.0,98.0,97.0,96.0,2.8,6,98.0,96.0,-8.7
COc1ccccc1NC(=S)NC(=O)c1ccc(Cn2cc(Br)cn2)cc1,-14.2,0.0,99.0,102.0,100.0,95.0,10.7,13,99.0,102.0,10.9
CN(CCO)c1nc(N)c2c(N)nc3c(c2c1C#N)CC(=O)N3Cc1cccs1,-14.6,0.1,91.0,91.0,86.0,93.0,3.4,11,84.0,84.0,35.9
CCn1nc(C(=O)Nc2nc3ccc(C)cc3s2)c2ccccc2c1=O,/,1.6,100.0,102.0,100.0,100.0,35.6,15,98.0,101.0,9.6
COc1cc(CNCCNCC(C)O)ccc1OCc1ccc(Cl)nc1 (centres undefined),3.4,-0.5,100.0,103.0,103.0,100.0,-0.1,2,100.0,104.0,4.2
CCN(CC)C(=O)C1CCCN(C/C=C/c2ccccc2)C1 (centres undefined),13.1,0.1,97.0,97.0,99.0,98.0,-1.9,36,97.0,101.0,23.8
COCCN1CC(O)=C(c2nc3ccccc3c(=O)[nH]2)C1=N,-26.3,0.8,100.0,105.0,101.0,97.0,3.9,41,100.0,106.0,15.9
CC(=O)c1ccc(OCCn2cnc3ccccc32)cc1,/,0.8,98.0,100.0,99.0,97.0,8.6,18,99.0,100.0,15.6
CCc1ccccc1NC(=O)CSC1=C(C#N)C(c2ccc(O)c(OC)c2)C2=C(CCCC2=O)N1 (centres undefined),6.8,-1.4,98.0,101.0,97.0,96.0,3.1,8,96.0,99.0,22.3
Cc1ccc2c(CC(=O)NNC(=O)c3ccccc3)coc2c1,29.9,1.2,97.0,105.0,101.0,101.0,6.9,20,97.0,103.0,20.8
COc1ccc2[nH]c3c(c2c1)CN(C)CC3,-5.0,0.1,99.0,108.0,100.0,98.0,0.7,5,101.0,104.0,0.2
Cc1[nH]c(=O)[nH]c(=O)c1NS(=O)(=O)c1ccc2c(c1)CCCC2,-0.8,1.9,96.0,96.0,97.0,93.0,7.1,11,96.0,99.0,/
COCCn1nnnc1C(c1cccs1)N1CCN2CCCC2C1 (centres undefined),-8.1,0.6,96.0,104.0,98.0,102.0,1.0,8,96.0,100.0,20.6
CC(=O)Nc1ccc(S(=O)(=O)Nc2ncccn2)cc1,/,-0.2,102.0,106.0,104.0,103.0,-0.6,11,104.0,106.0,5.3
CN(C(=O)c1cccn(Cc2ccccc2)c1=O)c1ccccc1,-17.3,-0.2,98.0,97.0,96.0,98.0,-1.8,10,96.0,96.0,-10.2
c1ccc(C2=Nc3c(ccc4ccccc34)C(c3ccncc3)=NN2)cc1,27.9,0.3,98.0,101.0,100.0,105.0,0.6,5,100.0,96.0,-5.2
O=C(NCC1CCCO1)c1cccc(S(=O)(=O)NCc2ccccc2)c1 (centres undefined),-11.8,0.4,98.0,100.0,102.0,98.0,0.8,9,100.0,99.0,-5.9
Cc1[nH]n(-c2ccccc2)c(=O)c1C=Nc1ccc(S(=O)(=O)N(C)C)cc1,/,0.7,101.0,102.0,102.0,100.0,2.2,5,99.0,101.0,18.4
CN(C)S(=O)(=O)c1ccccc1C#N,-5.4,0.0,102.0,104.0,104.0,104.0,1.0,20,105.0,109.0,-2.2
CCCC(=O)Nc1nnc(-c2cccc(OCC)c2)s1,/,0.9,95.0,94.0,95.0,92.0,3.6,37,94.0,96.0,6.3
O=C(Nc1cc(C(F)(F)F)ccc1Cl)c1cc(C2CC2)on1,-19.8,1.0,99.0,102.0,101.0,95.0,41.2,29,99.0,102.0,-5.7
COC(=O)c1ccccc1C(=O)N1CCCC(C(=O)c2cc(F)ccc2F)C1 (centres undefined),-0.5,0.3,96.0,102.0,98.0,104.0,0.5,7,100.0,98.0,0.4
Fc1cccc(Oc2nc3ccccc3n3cccc23)c1,-4.5,0.4,92.0,92.0,97.0,96.0,2.6,28,97.0,95.0,-9.7
Cc1c(Cl)cccc1NC(=S)N1CCN(c2ncccn2)CC1,-10.1,0.1,99.0,104.0,101.0,99.0,2.3,7,97.0,102.0,20.1
O=C(CCc1ccccc1)Nc1ncc2c(n1)CCCC2=O,/,0.6,100.0,101.0,102.0,95.0,7.9,9,101.0,100.0,-8.8
Clc1ccc(N2CCCCCC2)nn1,/,-0.2,102.0,109.0,101.0,102.0,7.0,12,102.0,99.0,-2.7
CCO/C=C1\C(=O)N(c2ccc(OCC)cc2)C(=O)c2ccccc21,-3.5,-0.5,90.0,86.0,91.0,101.0,4.8,11,93.0,88.0,-0.8
CC(C)CNC(=O)c1c2c(nc3ccccc13)-c1ccccc1CC2,-13.8,1.1,95.0,98.0,98.0,96.0,2.8,9,98.0,97.0,-4.4
O=C(O)Cn1c(-c2ccccc2)nc2ccccc21,-6.0,0.2,98.0,99.0,99.0,92.0,0.8,12,97.0,103.0,16.8
CCC(C)(C)NC(=O)CN(C(=O)CCC(=O)Nc1ccccn1)c1ccc(F)c(Cl)c1,10.0,0.4,95.0,94.0,97.0,93.0,1.7,7,95.0,96.0,8.4
Nc1ccc(C(=O)OCC(=O)Nc2ccc3c(c2)OCO3)cc1[N+](=O)[O-],-5.7,-0.6,99.0,98.0,97.0,95.0,-10.8,6,97.0,95.0,51.9*
O=C(Nc1ccc(Oc2ccc3ccccc3c2)cc1)c1ccco1,/,0.8,97.0,97.0,98.0,100.0,5.8,11,98.0,96.0,4.7
COc1cc(NC(=S)N2CCc3ccccc3C2)cc(OC)c1,-0.2,0.2,95.0,96.0,95.0,96.0,9.8,10,96.0,95.0,-3.0
CSc1ccccc1NC(=O)COc1ccccc1Cl,/,0.1,98.0,103.0,102.0,98.0,2.0,36,103.0,105.0,-2.8
CCN1C(=O)c2cccc3c(NC(=O)C4CCCCC4)ccc1c23,-3.3,1.4,100.0,101.0,102.0,97.0,11.4,11,99.0,101.0,43.2
CS(=O)(=O)N1CCC(C(=O)N2CCN(c3ccc(F)cc3)CC2)CC1,-23.0,0.5,97.0,99.0,97.0,94.0,3.0,23,98.0,99.0,13.9
CCCCOc1ccc(NC(=O)c2cnc(C)cn2)cc1,/,1.1,96.0,98.0,100.0,95.0,6.1,6,97.0,100.0,5.7
CC1CN(S(=O)(=O)c2cccc3nsnc23)CC(C)O1 (centres undefined),/,-0.1,99.0,102.0,102.0,102.0,0.0,24,102.0,101.0,4.4
COC1(OC)N=C(N)C2(C#N)C(c3ccc4c(c3)OCO4)C12C#N (centres undefined),/,0.3,101.0,106.0,103.0,105.0,3.6,12,102.0,105.0,4.9
Cc1ccc2nc(SCc3nnc(-c4cccs4)o3)[nH]c2c1,/,0.4,96.0,97.0,98.0,97.0,0.9,40,96.0,97.0,3.7
CCN1CCN(CCCN(Cc2cccs2)C(=S)Nc2ccccc2C)CC1,-9.8,1.1,97.0,98.0,97.0,92.0,0.6,12,97.0,97.0,9.3

# High-throughput results (PubChem)
